EP2 antag: human EP2 receptor antagonists, primary screen, TR-FRET cAMP, C6 glioma cells; 260,000 compounds, 0.52% hits; C6 glioma cells expressing human EP2; cells stimulated with saturating PGE2; Prostaglandin E2 receptor EP2 subtype (Homo sapiens), P43116; inhibition, % at 25 µM; AID 1422, 2008;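 active = percent inhibition above 40 after rounding to a whole number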;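 also: rat C6 glioma host cells with rolipram phosphodiesterase inhibitor present; the protocol text gives 20 µM as final concentration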
Target sequence (P43116 whole entry, looked up): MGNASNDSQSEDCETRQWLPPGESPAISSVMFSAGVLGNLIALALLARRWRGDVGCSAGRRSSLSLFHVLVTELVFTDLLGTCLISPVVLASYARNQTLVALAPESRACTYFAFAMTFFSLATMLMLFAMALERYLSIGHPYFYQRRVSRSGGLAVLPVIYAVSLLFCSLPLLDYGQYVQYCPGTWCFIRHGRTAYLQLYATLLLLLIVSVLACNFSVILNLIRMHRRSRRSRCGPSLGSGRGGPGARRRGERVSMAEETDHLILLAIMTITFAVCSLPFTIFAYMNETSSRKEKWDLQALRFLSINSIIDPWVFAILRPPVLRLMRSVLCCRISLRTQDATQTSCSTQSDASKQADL
EP2 modulator: EP2 receptor modulators, cAMP readout, primary screen, cell-based, HTRF cAMP, PGE2 stimulation | Prostaglandin E2 receptor EP2 subtype (Homo sapiens), P43116 | EP2-expressing cells, cAMP HTRF FRET, PGE2 co-stimulation | induction, % at 25 µM | 260,000 compounds, 0.83% hits;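 active = compounds whose cAMP rise, as percent of the full-agonist control response, exceeds 60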;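 also: rat C6 glioma line stably carrying human EP2 under a CMV promoter; the protocol text gives 20 µM as final concentration; 100% = response of wells given 1 µM PGE2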
Starred values were filed as active, the others as inactive.

Sample of the layout (5 entries):
SMILES | EP2 antag | EP2 modulator
Cc1ccc2oc(=O)n(CC(=O)NC(C)c3ccc4c(c3)CCC4)c2c1 (configuration not stated) | 11 | -49
O=C(CSc1nnc(-c2ccccc2F)o1)N1CCN(C(=O)c2ccco2)CC1 | 8 | 1
Cc1ccc(N[C@H](c2ccccc2)c2ccc3cccnc3c2O)cc1 | 13 | -3
CC(C)NC(=O)C1CCN(C(=O)NC2CCCCC2)CC1 | 5 | -11
Sc1ccc2ccccc2c1CNCc1ccccc1 | 11 | 16

The listing, repeating the preview:
SMILES | EP2 antag | EP2 modulator
Cc1ccc2oc(=O)n(CC(=O)NC(C)c3ccc4c(c3)CCC4)c2c1 (configuration not stated) | 11 | -49
O=C(CSc1nnc(-c2ccccc2F)o1)N1CCN(C(=O)c2ccco2)CC1 | 8 | 1
Cc1ccc(N[C@H](c2ccccc2)c2ccc3cccnc3c2O)cc1 | 13 | -3
CC(C)NC(=O)C1CCN(C(=O)NC2CCCCC2)CC1 | 5 | -11
Sc1ccc2ccccc2c1CNCc1ccccc1 | 11 | 16
FC(F)(F)c1cccc(NCc2cn3ccccc3n2)c1 | 10 | -17
O=C(Nc1ccc(F)cc1F)c1ccc2c(c1)OCCO2 | 15 | -23
COc1cc(/C=C/c2nc(O)c([N+](=O)[O-])c(=O)[nH]2)ccc1OC(C)C | 7 | -13
Cc1c(C(=O)N2CCC3(CC2)NC(=O)c2ccccc2N3)oc2ccccc12 | 5 | -20
COc1cccc(Cn2nc(-c3cccnc3)oc2=O)c1 | 7 | -9
Cn1c(=O)c2c(nc(N3CCCC3)n2CC(=O)c2ccccc2)n(C)c1=O | 18 | -42
CC(C)c1nc2ccccc2c2nn(CC(=O)Nc3ccc4c(c3)COC4=O)c(=O)n12 | 7 | -6
CC(C)(C)OC(=O)N1CCN(c2ccc(NC(=O)c3cc4ccccc4oc3=O)cc2)CC1 | 9 | 18
CN1CCN(CC(=O)Nc2cccc3ccccc23)CC1 | 7 | 7
COc1ccc(S(=O)(=O)N(Cc2cc3cc(OC)ccc3[nH]c2=O)C2CCCCC2)cc1 | 5 | 18

New compounds follow
SMILES | EP2 antag | EP2 modulator
C=CCn1c(SCC(=O)Nc2ccccc2)nnc1-c1ccncc1 | 8 | -5
Cc1cc(C)c2[nH]c(=O)c(CN(CCCO)C(=O)NCc3ccccc3)cc2c1 | 9 | -21
CCOC(=O)C(=O)C1(C(=O)OCC)Oc2cc(OC)cc(OC)c2C(=O)C1c1ccccc1 (configuration not stated) | 9 | 43
C=CCSc1nc(O)c(CC)c(=O)[nH]1 | 12 | 13
COCCCN1C(=O)C(=O)/C(=C(\O)c2cc(C)ccc2C)C1c1ccc(O)c(OC)c1 (configuration not stated) | 13 | 11
COc1ccc2nc(SCC(=O)Nc3cccc4ccccc34)c(C#N)cc2c1 | 27 | 28
COCCn1c(SCC(=O)Nc2ccccc2)nc2sc(C)c(C)c2c1=O | 7 | -62
CCC(=O)N1CCN(c2ccc(NC(=O)COc3ccc(C)cc3C)cc2)CC1 | 12 | 13
Cc1ccccc1NC(=O)COc1ccc(S(=O)(=O)N2CCCC2)cc1 | 10 | -20
COc1ccc2c(c1)C(O)CC1(CCN(CC(O)c3ccccc3)CC1)O2 (configuration not stated) | 8 | -55
O=C(Nc1ccc2oc(=O)c(C(=O)O)cc2c1)Oc1ccccc1 | 16 | -21
COc1ccc(NC(=O)CCCSc2nnc3c(n2)[nH]c2ccc(F)cc23)c(OC)c1 | 10 | -34
Nc1nc(SCC2CCCCC2[N+](=O)[O-])c2[nH]cnc2n1 (configuration not stated) | 16 | -7
COC(=O)CC[C@@H](C)[C@@H]1CC[C@@H]2[C@H]3CC[C@H]4C[C@@H](O)CC[C@]4(C)[C@@H]3CC[C@]21C | 42* | 30
Cc1ncc(C(=O)NCc2nc(-c3ccccc3)no2)c(C)n1 | 2 | -25

Next section:
SMILES | EP2 antag | EP2 modulator
Cc1sc2nc(C(C)C)n(C3CCN(C(=O)c4ccncc4)CC3)c(=O)c2c1C | 3 | 26
Clc1ccc(-n2cnnn2)cc1Cl | 21 | -50
Nc1ccc(-c2nc3ncc(Cl)cc3[nH]2)cc1 | 10 | -66
CCOC(=O)CSc1n[nH]c(CNc2cccc(C)c2)n1 | 12 | 0
O=C(CCSc1nc(-c2ccc3c(c2)OCO3)cc(C(F)(F)F)n1)N1CCOCC1 | 14 | -99
CCN(C(=O)c1cc2ccccc2oc1=O)C1CCCCC1 | 11 | 6
COc1cccc(C(=O)CSc2nnc3c(C)cc4cc(C)c(C)cc4n23)c1 | 15 | -14
CSc1ncc(C(=O)Nc2cnn(Cc3ccc(F)cc3)c2)cn1 | 5 | -45
Cc1sc2nc(C3CC3)n(C3CCN(CC(=O)NC(C)C)CC3)c(=O)c2c1C | 7 | -33
COc1ccc(N(CC(=O)N2CCN(c3ccc(F)cc3)CC2)S(C)(=O)=O)cc1Cl | 11 | -38
Cc1cc(C)c2nc(N3C(=O)C(O)=C(C(=O)c4ccco4)C3c3ccc(O)cc3)sc2c1 (configuration not stated) | 9 | -37
O=C(c1ncoc1-c1cccs1)N1CCN(Cc2ccc3c(c2)OCO3)CC1 | 13 | -82
COc1ccc(-c2ccc(=O)n(CC3CCN(S(C)(=O)=O)CC3)n2)cc1OC | 6 | 7
CC(C)OCCCNS(=O)(=O)c1ccc2c(c1)NC(=O)C(C)O2 (configuration not stated) | 7 | -50
CCOc1ccc(NC(=O)CSc2nnc(-c3ccc(S(=O)(=O)N4CCCC4)cc3)o2)cc1 | 12 | 7

Further structures:
SMILES | EP2 antag | EP2 modulator
Cc1cccc(NC(=S)N2CCC(NC(=O)c3ccco3)CC2)c1 | 6 | -33
CN1C(=O)c2cccc3c(S(=O)(=O)NC(Cc4c[nH]c5ccccc45)C(=O)O)ccc1c23 (configuration not stated) | 12 | -10
COc1ccc(C)cc1S(=O)(=O)NC(CN1CCOCC1)c1ccccc1 (configuration not stated) | 7 | -12
O=C(CSc1nnc(-c2cc3ccccc3cc2O)o1)Nc1ccccc1Br | 8 | -46
C/C=C/CSc1nc2c(c(=O)[nH]c(=O)n2C)n1Cc1cccc(C)c1 | 7 | 44
CN1C(=O)/C(=C2\SC(=S)N(CCS(=O)(=O)O)C2=O)c2cc(Br)ccc21 | 10 | 17
O=C(CN1C(=O)c2cccc3cccc1c23)NC1CCCC1 | 10 | -58
CC(=O)C1=C(O)C(=O)N(CCNCCO)C1c1ccc(C(C)(C)C)cc1 (configuration not stated) | 6 | 27
NC(N)=N[C@H](CC(=O)O)c1ccccc1 | 7 | 0
COC(=O)c1c(NC(=O)Cc2cccs2)sc(C(=O)Nc2cccc(Cl)c2)c1C | 9 | -20
O=C(CCC1CCCC1)N1CCN(CC2CC=CCC2)CC1 (configuration not stated) | 12 | -41
C[C@H](Cn1nnc2ccccc21)NC(=O)c1ccc(=O)[nH]n1 | 7 | -3
CC(C)[C@@H](Cn1nnc2ccccc21)NC(=O)c1ccco1 | 7 | 21
O=C(Nc1ccc(S(=O)(=O)Nc2ncccn2)cc1)c1cc(Cl)ccc1Cl | 11 | -36
Cc1ccc(-c2cc(N)c(=O)n(CC(=O)NC3CCCCC3C)n2)o1 (configuration not stated) | 11 | -11

Other entries follow.
SMILES | EP2 antag | EP2 modulator
CC(C)(C)NC(=O)Cn1nnc(-c2ccccc2NC(=O)c2cc3ccccc3oc2=O)n1 | 10 | -12
COc1ccc(CN(Cc2cc3ccc(C)cc3[nH]c2=O)Cc2nnnn2CC2CCCO2)cc1 (configuration not stated) | 7 | -34
COC(=O)CSc1nc(N2CCOCC2)nc(N2CCOCC2)n1 | 11 | -28
COc1ccccc1NC(=S)N1CCC(NC(=O)C(C)(C)C)CC1 | 9 | -19
CCOCCCNCc1cc2c(C(C)(C)C)nn(-c3ccccc3)c2[nH]c1=O | 9 | -16
CCNc1nc(NCC)nc(NS(=O)(=O)c2ccc(N)cc2)n1 | 8 | 5
CN1CCN(C(=O)C2CCN(S(=O)(=O)c3ccc(F)cc3)CC2)CC1 | 13 | -10
COc1ccc(OC)c(S(=O)(=O)Nc2c(C)n(C)n(-c3ccccc3)c2=O)c1 | 5 | 5
CC(=O)Nc1ccc(Nc2nc(-c3cccc(NC(C)=O)c3)cs2)cc1 | 14 | -30
O=C(O)c1cc(-c2ccccc2O)on1 | 5 | -20
Cc1cc2cc(C)c3nnc(SCC(=O)Nc4ccccc4F)n3c2cc1C | 16 | -8
CNC(=S)N(CCN1CCOCC1)Cc1cc2cc3c(cc2[nH]c1=O)OCCO3 | 8 | 1
COc1ccc(OC)c(NC(=O)Cn2cc(C(=O)C(C)C)c3ccccc32)c1 | 4 | -14
Cc1nc2ccccc2n1CC(O)COc1ccc(Cl)cc1Cl (configuration not stated) | 10 | -110
CC[C@@H](Cn1nc(-c2cccs2)ccc1=O)NC(=O)C1CCN(S(C)(=O)=O)CC1 | 5 | 10

Further results
SMILES | EP2 antag | EP2 modulator
CCC(c1nnnn1C1CCCC1)N(Cc1cc2ccc(C)cc2[nH]c1=O)CC1CCCO1 (configuration not stated) | 7 | -11
COc1cccc(C(=O)N2CCN(C(=O)c3cccc(OC)c3OC)CC2)c1 | 9 | -14
Cc1ccc(C)c(NC(=O)Cn2nnc(-c3cccs3)n2)c1 | 7 | -9
Cc1cc(N2CCOCC2)nc2ccc(Cc3ccc4nc(N5CCOCC5)cc(C)c4c3)cc12 | 33 | 30
Cn1ncc(Cl)c1C(=O)Nc1sc2c(c1C#N)CCCC2 | 12 | -108
Cc1ccc(OCC(=O)Nc2ccc(NC(=O)c3ccco3)c(C)c2)cc1 | 10 | 10
CCc1nn(CC(=O)NC2CCCC2)c(=O)c2cc3oc(C)cc3n12 | 4 | -34
CC(C)NC(=O)C1CC(c2ccc(Cl)c(Cl)c2)=NO1 (configuration not stated) | 8 | -89
C=CCN1CCN(C(c2nnnn2C2CCCC2)C(C)C)CC1 (configuration not stated) | 9 | -4
CCc1nn(CC(=O)N2CC(C)CC(C)C2)c(=O)c2cc3occc3n12 (configuration not stated) | 7 | -15
O=C(CSc1nnc(-c2ccncc2)n1-c1ccccc1)N1c2ccccc2Sc2ccccc21 | 10 | -10
Cc1cc(C)c2cc(C#N)c(SCC(=O)N3CCCCC3)nc2c1 | 7 | 4
O=C(NCCc1nc(-c2ccncc2)n[nH]1)c1nccc2ccccc12 | 5 | -38
O=C(O)c1ccccc1Nc1cccc(OCc2ccc3ccccc3n2)c1 | 13 | -43
COc1ccc(-c2nc(SC)n(C(C)=O)n2)cc1 | 11 | 18

Continued.
SMILES | EP2 antag | EP2 modulator
Cc1ccc(NC(=O)N(CCO)Cc2cc3cc4c(cc3[nH]c2=O)OCCO4)cc1 | 9 | -4
CCCc1nnc(NC(=O)COC)s1 | 14 | -2
CCc1ccc2[nH]c(=O)c(CN(Cc3cccnc3)Cc3nnnn3C3CCCCC3)cc2c1 | 11 | -7
COCCNc1nc2c(c(=O)[nH]c(=O)n2C)n1Cc1ccccc1C | 4 | 0
Cn1c2ccccc2n2c(N=O)c(-c3ccc(Cl)cc3)nc12 | 13 | -43
CC(=O)/C(=C\c1ccccc1)CC(=O)O | 11 | 20
CC1CCCN(C(=O)CSc2nc3ccccc3n2Cc2ccccc2F)C1 (configuration not stated) | 7 | 40
O=C1OC(c2ccccc2)=N/C1=C1\OC(=O)c2ccccc21 | 14 | -7
CCc1nc(NC(=O)c2ccc3nc(C)sc3c2)n[nH]1 | 8 | -27
CCC(c1nnnn1C(C)(C)CC)N1CCN(c2ccc(F)cc2)CC1 (configuration not stated) | 9 | -33
CCCc1nnc(NC(=O)Cc2c(F)cccc2Cl)s1 | 7 | -23
COc1cc(-c2nnc(-c3ccc(C)cc3)o2)cc(OC)c1OC | 2 | -40
Cc1ccc2[nH]c(=O)c(CN(Cc3ccc(F)cc3)S(=O)(=O)c3ccc4c(c3)OCCO4)cc2c1 | 20 | -95
COc1ccc2c(c1)C=C(CN(CCCN1CCOCC1)Cc1cccnc1)CO2 | 5 | -47
NCCCCC(N)C(=O)NC(Cc1ccc(O)cc1)C(=O)NC(CCCCN)C(=O)O (configuration not stated) | 11 | 14

(listing goes on)
SMILES | EP2 antag | EP2 modulator
O=C(/C=C/c1ccc2c(c1)OCO2)N1CCC(Cc2ccccc2)CC1 | 12 | -145
Cn1c(=O)c2cc(S(=O)(=O)NC3CC3c3ccccc3)ccc2n(C)c1=O (configuration not stated) | 3 | -76
COc1ccc(S(=O)(=O)N(CC(=O)NCc2ccncc2)Cc2ccccc2)cc1 | 13 | -23
CN(C)C(CNC(=O)c1cc(-c2cccs2)no1)c1ccc(F)cc1 (configuration not stated) | 1 | -89
CCn1c(N2CCC(C(=O)NCc3ccccn3)CC2)nc2ccccc21 | 12 | -40
Cc1c(Cl)cccc1NC(=O)Cn1nc(-c2ccncc2)nc1SCC(=O)NC1CCCC1 | 29 | -16
Cc1ccc(CN(CCCn2ccnc2)Cc2cc(F)cc(F)c2)s1 | 5 | 28
CCOC(=O)CNC(=O)CSc1nnc(COc2ccccc2C)n1CC | 10 | -29
COc1cc(OC)c(C(=O)N2CCC(Cc3ccccc3)CC2)cc1OC | 5 | -63

Some of these compounds in order of count of non-hydrogen atoms, falling:
SMILES | EP2 antag | EP2 modulator
COc1ccc(S(=O)(=O)N(CC(=O)NCc2ccncc2)Cc2ccccc2)cc1 | 13 | -23
CCn1c(N2CCC(C(=O)NCc3ccccn3)CC2)nc2ccccc21 | 12 | -40
CN(C)C(CNC(=O)c1cc(-c2cccs2)no1)c1ccc(F)cc1 (configuration not stated) | 1 | -89

Source: PubChem

Some of the compounds tested; the hit share may differ from the screen's.
